# Compound activity deposited in PubChem BioAssay by several laboratories.
# PLAP act: PLAP enzyme activators, biochemical, luminescence, HTS | activation fold at 20 µM | Alkaline phosphatase, placental type (Homo sapiens), P05187 | 1.2% of 96,000 active | purified PLAP enzyme, luminescent substrate read-out; stronger effect = higher value; in the data active means activation fold above about 2
# CD11b adhes enh: enhancers of CD11b/CD18 adhesion to fibrinogen, primary screen, K562 cells, luminescence | ATPlite luminescence | AID 1499, 2009 | Integrin beta-2 (Homo sapiens) + Integrin alpha-M (Homo sapiens), P05107+P11215 | 0.07% of 93,000 active | activation, % at 10 µM;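 active means 10 µM primary screen giving 50% or more activity, confirmed by 40% or more on retest at that dose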; further: strong numbers were not always called active; reference of the scale not given here
# MT1-MMP txn act: MT1-MMP promoter reporter activation – cell-based, luciferase luminescence, primary screen; HT1080 MT1-MMP promoter luciferase reporter, overnight; stronger effect = higher value; activation factor at 10 µM; 0.16% of 86,000 active; AID 750, 2007;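 active means activation factor of at least 2 for MT1-MMP transcription at 10 µM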
# ERa coact pot: enhancers of ERα–SRC-1 coactivator binding, primary screen, biochemical, TR-FRET, ERα LBD, low estradiol. coactivator binding (% of control), % at 25.6 µM. AID 639, 2007. TR-FRET ERalpha-LBD/SRC-Cy5 coactivator binding, 2 h; 100 = basal binding, no effect. Estrogen receptor (Homo sapiens), P03372. 1.3% of 86,000 active; in the data active means activity above about 200%;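 further: binding measured in presence of low estradiol as agonist stimulus; 0% = peptide alone without receptor and 100% = receptor with peptide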
# Target sequence (P03372 whole entry, looked up, the tested form may be a part): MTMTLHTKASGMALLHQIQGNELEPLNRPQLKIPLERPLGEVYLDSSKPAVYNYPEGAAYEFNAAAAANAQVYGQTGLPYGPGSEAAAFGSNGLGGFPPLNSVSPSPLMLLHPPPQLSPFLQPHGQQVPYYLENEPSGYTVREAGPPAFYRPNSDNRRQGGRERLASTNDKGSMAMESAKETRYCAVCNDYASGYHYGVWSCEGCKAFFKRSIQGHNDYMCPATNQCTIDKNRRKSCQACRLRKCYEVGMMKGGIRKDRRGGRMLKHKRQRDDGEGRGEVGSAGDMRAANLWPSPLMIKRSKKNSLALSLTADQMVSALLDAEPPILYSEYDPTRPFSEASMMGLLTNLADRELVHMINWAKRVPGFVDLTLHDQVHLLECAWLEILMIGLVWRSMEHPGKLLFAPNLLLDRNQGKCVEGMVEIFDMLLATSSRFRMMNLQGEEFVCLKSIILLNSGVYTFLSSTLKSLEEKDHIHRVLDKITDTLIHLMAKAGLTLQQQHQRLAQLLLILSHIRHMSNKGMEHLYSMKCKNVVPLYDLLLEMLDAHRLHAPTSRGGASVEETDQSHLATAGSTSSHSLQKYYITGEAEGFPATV
# Ecoli WT expand: growth inhibitors of wild-type E. coli, primary screen, strain BW25113, expanded library, OD600; OD600 absorbance; growth inhibition, % at 100 µM; 0.15% of 98,000 active; AID 710, 2007;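 active means growth inhibition above about 50% at one test dose, limit read from the data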;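 further: growth measured after 20 h incubation at 37 °C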
# ERa coact inh: ERα–SRC-1 coactivator interaction inhibitors, primary screen, biochemical, TR-FRET, ERα LBD, estradiol-bound; TR-FRET ER-alpha LBD / SRC-1 peptide; 1.7% of 86,000 active; Estrogen receptor (Homo sapiens), P03372; inhibition, % at 25.6 µM; AID 629, 2007; in the data active means inhibition above about 50%;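 further: 0% = receptor plus peptide control and 100% = peptide only without receptor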
# FAK blocker: FAK kinase inhibitors, primary screen, biochemical. AID 727, 2007. inhibition, %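 (tested at 7 µM)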. biochemical FAK kinase activity assay. Focal adhesion kinase 1 (Homo sapiens), Q05397. 0.84% of 97,000 active; in the data active means inhibition above about 19%;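 further: 0% = DMSO and 100% = reference compound high control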
# Mac1 fbg inh: inhibitors of CD11b/CD18 adhesion to fibrinogen, primary screen, K562 cells, luminescence. Integrin beta-2 (Homo sapiens) + Integrin alpha-M (Homo sapiens), P05107+P11215. ATPlite luminescence; Mn2+ added to activate the integrin. inhibition, % at 10 µM. 0.54% of 93,000 active;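 active means primary inhibition of 50% or more at 10 µM, then 40% or more on retest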; further: some results filed as inactive read as strong as hits
# ERb SRC1 inh: inhibitors of ERβ-SRC1 coactivator interaction, primary screen, biochemical, TR-FRET, ERβ LBD, SRC-1 peptide | Estrogen receptor beta (Homo sapiens), Q92731 | TR-FRET ER-beta LBD / SRC1-Cy5 peptide binding; receptor agonist-loaded with 1 µM estradiol | inhibition, % at 25.6 µM | 1.3% of 86,000 active;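 active means compounds whose percent inhibition of the receptor-coactivator binding signal exceeds about 50% in the single-dose screen, limit read from the data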;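 further: 0% = receptor plus peptide wells without compound and 100% = peptide-only wells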
# Target sequence (Q92731 whole entry, looked up, the tested form may be a part): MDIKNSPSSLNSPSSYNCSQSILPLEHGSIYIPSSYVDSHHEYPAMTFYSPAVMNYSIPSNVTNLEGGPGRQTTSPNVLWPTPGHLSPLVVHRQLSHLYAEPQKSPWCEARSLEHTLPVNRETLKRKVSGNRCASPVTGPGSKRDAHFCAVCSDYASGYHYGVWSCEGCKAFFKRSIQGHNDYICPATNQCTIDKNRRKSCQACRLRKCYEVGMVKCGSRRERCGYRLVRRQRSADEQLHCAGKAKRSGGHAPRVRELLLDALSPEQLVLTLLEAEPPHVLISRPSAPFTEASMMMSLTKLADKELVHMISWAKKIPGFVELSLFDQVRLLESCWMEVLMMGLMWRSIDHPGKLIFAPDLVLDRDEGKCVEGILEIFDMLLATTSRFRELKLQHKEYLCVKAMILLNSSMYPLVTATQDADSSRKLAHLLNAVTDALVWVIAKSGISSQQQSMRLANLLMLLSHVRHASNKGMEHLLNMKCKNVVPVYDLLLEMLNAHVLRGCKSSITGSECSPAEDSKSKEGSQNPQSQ
# An asterisk follows results filed as active; / = not tested or not shown; [ ] = dose if it differs, or a comment.
SMILES,PLAP act,CD11b adhes enh,MT1-MMP txn act,ERa coact pot,Ecoli WT expand,ERa coact inh,FAK blocker,Mac1 fbg inh,ERb SRC1 inh
CC(C)(C)C(=O)Nc1nc(-c2ccc3c(c2)OCO3)cs1,0.7,-1,1.4,108,14,-9,-1,6,-7
CC(C)C(=O)Nc1ccc(C(=O)N2CCN(C(=O)c3ccco3)CC2)cc1,1.1,3,1.3,94[fluorescence artefact?],0,-3[fluorescence artefact?],-2,-29,30[fluorescence artefact?]
O=C(c1ccco1)N1C(=O)c2cccc3cccc1c23,0.9,0,1.1,92[fluorescence artefact?],-2,-8,2,-15,12
COc1ccccc1S(=O)(=O)Cc1ccc(C(=O)N2CCN(c3ccccc3)CC2)o1,1.5,-3,1.2,98,9,-2,1,16,5
Cc1nnc2sc(-c3ccc(NC(=O)c4ccc(-c5ccc(Cl)cc5Cl)o4)cc3)nn12,/,/,1.2,110[fluorescence artefact?],/,70*,28*,/,49
COc1ccc(C2C(C(=O)c3sc(C)nc3C)=C(O)C(=O)N2CCCn2ccnc2)cc1 (stereo unspecified),/,/,1.2,121,/,-6,/,/,-3
CCOC(=O)c1[nH]c(C)c(C(=O)Nc2ccc3c(c2)OCCO3)c1C,1.1,/,1.3,122,1,9[fluorescence artefact?],-1,/,-1[fluorescence artefact?]
CC(C)OC(=O)CSc1ncnc2c1cnn2-c1ccccc1,0.9,-3,1.3,118[fluorescence artefact?],-6,-7,0,7,-5[fluorescence artefact?]
c1ccc(C2Nc3ccccc3Oc3ccccc32)cc1 (stereo unspecified),/,/,1.1,101,/,-10,1,/,-7
Cc1nc(S(=O)(=O)N(C)Cc2ccccc2)c(C#N)c(C)c1Cl,0.8,/,1.2,110,-2,-2,0,/,-3
CCOc1nc(Nc2ccc(OC)cc2)nc(OCC)n1,0.8,1,0.9,108[fluorescence artefact?],-7,-3,-1,8,-33[fluorescence artefact?]
O=C(Cn1nc(C(F)(F)F)c2c1CCC2)NC1CCCCC1,0.9,-4,1,108,-1,-3,3,1,-4
CCOc1ccc(NC(=O)c2cc3c(=O)n(C)c4ccccc4c3n2C)cc1,1.5,4,/,157,-8,11[fluorescence artefact?],6,-1,8[fluorescence artefact?]
CCCN1C(=O)C2C(C(=O)Nc3cccc(OC)c3)C3C=CC2(O3)C1C(=O)NC1CCCCC1 (stereo unspecified),0.9,3,1,133,-7,5,0,-8,4[fluorescence artefact?]
CCOC(=O)C1=C(N)N(c2ccccc2)C(=O)C1,0.9,-2,1.1,108,5,2,0,1,-2
COCCCn1c(SCC(=O)Nc2cccc(C(=O)OC)c2)nnc1-c1ccncc1,1.1,-7,0.9,110,-3,-5,-5,4,-6
CCCC(=O)NCCCc1nc2ccccc2n1C(C)C,0.9,1,1.1,122,2,-3,1,-30,-7[fluorescence artefact?]
O=C(CN1CCOCC1)N1CCN(C(=O)CN2CCOCC2)CC1,/,/,1.1,106,/,-7,1,/,-1
C=CCn1c(COc2ccccc2)nnc1SCC(=O)Nc1ccc2c(c1)OCCO2,0.9,-3,1.1,120,-11,-3,-1,-29,-5[fluorescence artefact?]
Cc1cc(C(F)F)n2nc(C(=O)Nc3cc(C)on3)nc2n1,1,-5,1.1,/,-3,/,-2,-18,/

# A second format for some results above.
molecule: CCCN1C(=O)C2C(C(=O)Nc3cccc(OC)c3)C3C=CC2(O3)C1C(=O)NC1CCCCC1 (stereo unspecified)
  PLAP act: 0.9 | CD11b adhes enh: 3 | MT1-MMP txn act: 1 | ERa coact pot: 133 | Ecoli WT expand: -7 | ERa coact inh: 5 | FAK blocker: 0 | Mac1 fbg inh: -8 | ERb SRC1 inh: 4[fluorescence artefact?]

molecule: CCOC(=O)C1=C(N)N(c2ccccc2)C(=O)C1
  PLAP act: 0.9 | CD11b adhes enh: -2 | MT1-MMP txn act: 1.1 | ERa coact pot: 108 | Ecoli WT expand: 5 | ERa coact inh: 2 | FAK blocker: 0 | Mac1 fbg inh: 1 | ERb SRC1 inh: -2

molecule: COCCCn1c(SCC(=O)Nc2cccc(C(=O)OC)c2)nnc1-c1ccncc1
  PLAP act: 1.1 | CD11b adhes enh: -7 | MT1-MMP txn act: 0.9 | ERa coact pot: 110 | Ecoli WT expand: -3 | ERa coact inh: -5 | FAK blocker: -5 | Mac1 fbg inh: 4 | ERb SRC1 inh: -6

# New compounds follow.
SMILES,PLAP act,CD11b adhes enh,MT1-MMP txn act,ERa coact pot,Ecoli WT expand,ERa coact inh,FAK blocker,Mac1 fbg inh,ERb SRC1 inh
CCc1oc2ccccc2c1C(=O)CCN1CCCCC1,1.3,-2,1.1,92,14,2,-2,30,-2
Cc1c(NC(=O)c2ccc(CN3CCc4ccccc4C3)cc2)c(=O)n(-c2ccccc2)n1C,1.4,/,1.2,125,-2,-3,4,/,-6
Cc1nc([N+](=O)[O-])nn1C12CC3CC(CC(Br)(C3)C1)C2,1.1,-1,/,/,11,/,-2,-6,/
COc1ccc(NC(=S)NCCc2ccccc2OC)c(OC)c1,1.1,-5,1.3,98,12,-8,3,2,-7
Cn1c(-c2cc3ccc(OC(=O)C(C)(C)C)cc3oc2=O)nc2ccccc21,1.1,/,1.6,95[fluorescence artefact?],4,-6,1,/,3
Cc1cc2oc(=O)cc(COC(=O)c3n[nH]c4ccccc34)c2cc1C,1.4,-2,1.2,338*,-10,24[fluorescence artefact?],-3,-7,21[fluorescence artefact?]
OC1(c2cccc(C(F)(F)F)c2)CCN(c2ccc(-c3ccccc3)nn2)CC1,/,/,1.4,119[fluorescence artefact?],-12,1,0,/,4
Cc1nnc(NC(=O)c2ccccc2F)s1,0.8,6,1.3,104,-4,4,15,-24,14[fluorescence artefact?]
O=C(CSc1nc2ccccc2[nH]1)Nc1ccccc1F,1.3,-3,1,97,12,9[fluorescence artefact?],2,2,1[fluorescence artefact?]
O=C(Nc1ccc2c(c1)OCO2)C1CCCN(S(=O)(=O)Cc2ccccc2)C1 (stereo unspecified),0.9,0,1.1,130[fluorescence artefact?],-5,11,0,-16,-5
O=c1cc(CSc2nnc(Nc3ccccc3)s2)nc2sccn12,0.9,0,/,/,-1,/,3,-3,/
Cc1cc(NS(=O)(=O)c2ccc(C3CCCCC3)cc2)no1,1.2,-1,1,113[fluorescence artefact?],0,-2,-4,-3,-3
COc1ccc(CCNC(=O)CNS(=O)(=O)c2cccs2)cc1OC,1.1,-2,1.2,95,-2,-6,1,-2,-5
Nc1nc(N)nc(-c2ccc(Cl)cc2)n1,0.8,-3,1.4,101,1,-8,3,1,-1
COc1cc(OC)cc(C(=O)NCc2n[nH]c(=S)n2-c2ccccc2)c1,1,/,1,110,-5,-11,-3,/,-1
COc1ccc(Cc2nc(C(=O)Nc3ccccc3)cs2)cc1,0.9,-7,1.2,96,8,10,1,88*,-24
O=C(CN(Cc1ccccc1)C(=O)c1ccc2c(c1)OCCO2)NCc1ccc2c(c1)OCO2,1.4,-4,1.2,116,-15,-1,-2,18,-3
O=C(OCn1nnc2ccccc2c1=O)C1COc2ccccc2O1 (stereo unspecified),1,3,1.1,110,-7,1,-1,-34,-2[fluorescence artefact?]
N#CC1=C2SCN(Cc3ccco3)CN2C(=O)CC1c1cccc2ccccc12 (stereo unspecified),1.2,-2,1,82,4,-3,-1,8,-2
CS(=O)(=O)c1ccc(Cl)c(C(=O)O)c1,0.9,0,1.1,128,0,10,-1,0,8
Cc1ccc(C(=O)c2cn[nH]c2-c2ccccc2O)cc1,2*,-2,1.1,103,0,-9,-1,17,-1
COc1cc(S(=O)(=O)N(Cc2ccccc2)Cc2ccccn2)ccc1-n1cnnn1,/,/,1.2,102,/,-21,2,/,-14
CCOc1ncccc1C(=O)OCC(=O)NCCc1ccccc1,0.8,0,1.1,91,-4,-4,-3,-41,-1
Cn1c(=O)[nH]c(=O)c2c1nc(N1CCCCCC1)n2CCCSc1nc2ccccc2o1,1,5,1.1,80,-4,0,0,-12,-8
NC(=O)C1CCCN(C(=O)Nc2cccc3ccccc23)C1 (stereo unspecified),0.9,2,1.1,131,-2,-5,-3,-2,3
Cc1cc(Oc2ccc(C#N)cc2)nc(N2CCOCC2)n1,1.1,-5,1.2,107,5,-9,-9,0,-13
C=CCc1cccc2cc(C(=O)NC3=C(C#N)CCC3)c(=O)oc12,0.8,-9,/,/,-1,/,5,-3,/
COc1ccc(C2C3=C(CCCC3=O)Nc3nc(SCc4ccc(C(=O)O)cc4)nn32)cc1OC (stereo unspecified),1,-6,1.1,113,0,4,-8,1,-3
COc1ccc(C(=O)N2CCC(C(=O)c3ccc(F)cc3)CC2)cc1,/,/,1.2,89,/,0,-1,/,-2
COC(=O)COc1ccc(S(=O)(=O)NCc2cccnc2)cc1,0.8,-3,1.1,103,-6,-20,-1,-7,-15[fluorescence artefact?]
O=S(=O)(Nc1nc2ccccc2nc1NCC1CCCO1)c1cccs1 (stereo unspecified),1.3,-1,1.1,115,5,-5,-1,-9,-2
Cn1cnc([N+](=O)[O-])c1Nc1ccccc1O,/,/,1.1,96,/,-45,1,/,13
CCn1c(=O)cc(SCC(=O)N2CCN(C3CCCCC3)CC2)c2ccccc21,1.5,0,1.3,101[fluorescence artefact?],9,-7,0,-4,0
CCn1c(=O)c2cc(C(=O)N3CCCC3)sc2c2ccccc21,/,/,1,111,/,-6,/,/,-1
COc1ccc(NC(=O)CN2CCN(S(=O)(=O)c3ccc(C(C)C)cc3)CC2)cc1OC,0.9,5,1.1,112,0,3,/,36,-2
CC(NC(=O)Nc1nnc(C(F)(F)F)s1)(C(F)(F)F)C(F)(F)F,1,-7,1.1,110,71*,-42[fluorescence artefact?],-4,99*,1
CC(=O)CCc1c[nH]c2c(C(=O)O)cccc12,0.8,-5,1,102,-12,-11,-1,1,-11
CCOc1ccc(S(=O)(=O)Nc2nc3cc(OC)ccc3s2)cc1,0.9,-3,/,/,-6,/,-2,-38,/
CC(C)CCOC(=O)/C(=C/c1ccco1)NC(=O)/C=C/c1ccccc1,0.9,/,1.1,92[fluorescence artefact?],-4,-5,1,/,-12
COC(=O)CCC(=O)NNC(=O)c1ccc(Br)cc1,1,13,/,/,5,/,-8,4,/
Cc1noc(C)c1CSc1ncnc2sc3c(c12)CCC3,0.9,4,1.2,82,/,2,/,10,-1

# Two entries from above, with values under each structure:
# Order of results: PLAP act, CD11b adhes enh, MT1-MMP txn act, ERa coact pot, Ecoli WT expand, ERa coact inh, FAK blocker, Mac1 fbg inh, ERb SRC1 inh
- CC(C)CCOC(=O)/C(=C/c1ccco1)NC(=O)/C=C/c1ccccc1
    0.9, /, 1.1, 92[fluorescence artefact?], -4, -5, 1, /, -12
- COC(=O)CCC(=O)NNC(=O)c1ccc(Br)cc1
    1, 13, /, /, 5, /, -8, 4, /

# Structures shown so far with a thiophene ring, fused or not:
SMILES,PLAP act,CD11b adhes enh,MT1-MMP txn act,ERa coact pot,Ecoli WT expand,ERa coact inh,FAK blocker,Mac1 fbg inh,ERb SRC1 inh
COc1ccc(CCNC(=O)CNS(=O)(=O)c2cccs2)cc1OC,1.1,-2,1.2,95,-2,-6,1,-2,-5
O=S(=O)(Nc1nc2ccccc2nc1NCC1CCCO1)c1cccs1 (stereo unspecified),1.3,-1,1.1,115,5,-5,-1,-9,-2
CCn1c(=O)c2cc(C(=O)N3CCCC3)sc2c2ccccc21,/,/,1,111,/,-6,/,/,-1
Cc1noc(C)c1CSc1ncnc2sc3c(c12)CCC3,0.9,4,1.2,82,/,2,/,10,-1
